Bioassay records deposited in PubChem BioAssay by several laboratories.
DNMT1 block: human DNMT1 methyltransferase inhibitors, primary screen, biochemical, molecular beacon, fluorescence, HinP1I cleavage, uHTS; DNA (cytosine-5)-methyltransferase 1 (Homo sapiens), P26358; inhibition (reported as % activation of signal), % at 10 µM; hit rate 0.83% among 360,000; AID 588458, 2011; in the data active means inhibition above about 50%
Target sequence (P26358 504-1616 limits assumed): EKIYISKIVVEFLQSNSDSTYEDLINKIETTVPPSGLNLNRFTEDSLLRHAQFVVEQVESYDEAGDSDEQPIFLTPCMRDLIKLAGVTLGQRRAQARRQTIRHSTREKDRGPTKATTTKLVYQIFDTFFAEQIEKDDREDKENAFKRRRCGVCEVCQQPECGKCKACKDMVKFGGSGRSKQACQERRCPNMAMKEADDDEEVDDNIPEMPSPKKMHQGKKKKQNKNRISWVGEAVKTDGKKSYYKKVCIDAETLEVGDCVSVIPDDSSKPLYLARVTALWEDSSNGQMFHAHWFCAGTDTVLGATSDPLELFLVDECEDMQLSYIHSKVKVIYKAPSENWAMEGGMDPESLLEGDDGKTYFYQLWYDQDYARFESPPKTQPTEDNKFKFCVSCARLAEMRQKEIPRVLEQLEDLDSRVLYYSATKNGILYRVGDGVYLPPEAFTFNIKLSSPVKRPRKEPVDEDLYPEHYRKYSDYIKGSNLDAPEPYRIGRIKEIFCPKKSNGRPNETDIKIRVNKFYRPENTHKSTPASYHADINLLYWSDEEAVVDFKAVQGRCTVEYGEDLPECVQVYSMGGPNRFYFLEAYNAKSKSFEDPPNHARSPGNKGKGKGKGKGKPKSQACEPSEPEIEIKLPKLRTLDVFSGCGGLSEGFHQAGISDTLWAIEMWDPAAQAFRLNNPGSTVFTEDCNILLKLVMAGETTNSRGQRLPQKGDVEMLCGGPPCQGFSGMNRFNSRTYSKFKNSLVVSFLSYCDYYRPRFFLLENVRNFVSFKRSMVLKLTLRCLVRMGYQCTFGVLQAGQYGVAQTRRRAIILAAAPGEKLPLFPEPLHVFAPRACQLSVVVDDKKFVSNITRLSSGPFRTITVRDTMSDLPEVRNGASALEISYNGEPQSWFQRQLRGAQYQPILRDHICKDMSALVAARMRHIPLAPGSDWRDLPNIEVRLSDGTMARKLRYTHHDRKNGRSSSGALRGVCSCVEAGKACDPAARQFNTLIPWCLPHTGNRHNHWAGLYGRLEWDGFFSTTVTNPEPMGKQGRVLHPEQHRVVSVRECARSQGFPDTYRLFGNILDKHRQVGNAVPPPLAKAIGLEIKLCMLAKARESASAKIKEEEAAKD
Neddylation inh: inhibitors of cullin neddylation, primary screen, biochemical, TR-FRET, uHTS, NAE and Ubc12; calls only at 25 µM; hit rate 0.58% among 360,000; AID 651699, 2012; in the data active means inhibition above about 36%
SUMO1-SIM PPI: modulators of SUMO1 protein-protein interactions, primary screen, biochemical, uHTS; Small ubiquitin-related modifier 1 (Homo sapiens), P63165; SUMO1 binding to a labelled peptide, TR-FRET, 1 h; inhibition, % at 20 µM; hit rate 0.33% among 360,000; AID 602429, 2012; in the data active means inhibition above about 37%
NRP1-CendR mod: modulators of CendR peptide binding to NRP-1, primary screen, biochemical, fluorescence polarization, uHTS; Neuropilin-1 (Homo sapiens), O14786; FAM-RPARPAR peptide binding to NRP-1; inhibition, % at 25 µM; hit rate 0.85% among 360,000;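 active means inhibition or corrected inhibition above about 18%, plus a signal ratio from 0.5 to 1.5, limit read from the data, passing the limit was not always enough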; further: strong numbers were not always called active
NadD block: inhibitors of S. aureus NadD, primary screen, biochemical, colorimetric, uHTS. Nicotinate-nucleotide adenylyltransferase NadD (Staphylococcus aureus N315). purified NadD enzyme, colorimetric absorbance read-out. inhibition, % at 20 µM. hit rate 0.78% among 360,000. AID 602399, 2012; in the data active means inhibition above about 26%; further: some compounds past the cut are filed as inactive
LMPTP inh: LMPTP phosphatase inhibitors, primary screen, biochemical, fluorescence intensity, uHTS; Low molecular weight phosphotyrosine protein phosphatase (Homo sapiens), P24666; recombinant LMPTP-A, OMFP fluorogenic substrate; inhibition, % at 20 µM; hit rate 0.22% among 360,000; AID 651560, 2012;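 active means compounds that cut the enzyme signal by at least half of the control window in the single-dose screen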;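 further: plate controls were DMSO wells with enzyme plus substrate for no effect and substrate without enzyme for full effect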
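Buffer or medium: Bis-Tris pH 6.0, DTT, detergent; Assay system: LMPTP-A enzyme; Quantity: 0.625 nM enzyme; Detection: endpoint fluorescence intensity; Times: 50 min dark incubation at room temperature; Controls: substrate-only low control, DMSO enzyme-plus-substrate high control; Doses: single 20 µM dose; Read-out: percent inhibition versus substrate-only and uninhibited controls; Reagent: 400 µM OMFP.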
STEP inh: STEP phosphatase inhibitors, primary screen, biochemical, fluorescence intensity, uHTS; Tyrosine-protein phosphatase non-receptor type 5 (Homo sapiens), P54829; recombinant STEP, OMFP fluorogenic substrate; inhibition, % at 20 µM; hit rate 0.25% among 360,000;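 active means inhibition at 20 µM, scaled per plate between control wells, above about 37%, limit read from the data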;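 further: 0% = DMSO with enzyme and substrate and 100% = substrate only without enzyme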
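Assay system: isolated STEP enzyme / Timing: 20 min at room temperature, dark / Doses: 20 µM, 1% DMSO / Technique: fluorescence intensity, excitation 480 nm, emission 540 nm / Reagent: fluorogenic phosphatase substrate OMFP at 25 µM final / Measure: percent inhibition scaled to no-enzyme and uninhibited-enzyme controls, plate-pattern corrected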
TbMetRS inhib: T. brucei MetRS inhibitors, primary screen, biochemical, luminescence | methionyl-tRNA synthetase (Trypanosoma brucei brucei) | purified T. brucei MetRS, ATP depletion, Kinase-Glo luminescence | inhibition, % at 11.9 µM | hit rate 0.4% among 360,000 | AID 624268, 2012;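 active means inhibition above a per-plate cutoff of the control wells' mean inhibition plus 3 SD, cut at about 5.5% in these data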;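 further: 0% = DMSO wells median and 100% = median of wells with control inhibitor compound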
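Material: T. brucei methionyl-tRNA synthetase, purified; reagent: substrates ATP, L-methionine and bulk Escherichia coli tRNA; dosing: 11.9 µM single point; timing: 15 min plus 2 h at 25 °C; detection: luminescence of leftover ATP; evaluation: % inhibition; control set: DMSO-only wells as low control; replicates: singlicate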
Scp1 inh: Scp-1 phosphatase inhibitors, primary screen, biochemical, colorimetric, uHTS; Recombinant Scp1, phosphopeptide, malachite green phosphate absorbance; hit rate 0.88% among 340,000; inhibition, % at 20 µM; AID 493091, 2011;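 active means inhibition above about 50% at 20 µM, limit read from the data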;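 further: plate controls were DMSO wells with enzyme for no effect and wells lacking enzyme for full effect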
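System: SCP-1 catalytic domain; Reagent: Phospho 17-mer peptide substrate; Doses: one concentration, 20 µM, with 1.0% DMSO; Incubation: 45 min room-temperature reaction, 5 min colour, 30 min stabiliser; Signal: Phosphate-binding colour reagent, absorbance read at 630 nm.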
SKN-1 inh: suppressors of acrylamide-induced Pgst-4::GFP reporter in worms, primary screen, SKN-1 inhibitor project, whole organism, uHTS, GFP/RFP fluorescence ratio, strain VP596; C. elegans VP596 Pgst-4::GFP/RFP ratio, 24 h; inhibition, % at 21.8 µM; hit rate 0.49% among 360,000;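 active means interference check ratio from 0.5 to 1.5 plus GFP to RFP signal ratio inhibition reaching or exceeding a fixed threshold, cut at about 30% in these data, passing the limit was not always enough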; further: some compounds called inactive have numbers as strong as hits
Numbers without * were called inactive; i = inactive; / = no result given; & = joins results of further samples.

cpd	DNMT1 block	Neddylation inh	SUMO1-SIM PPI	NRP1-CendR mod	NadD block	LMPTP inh	STEP inh	TbMetRS inhib	Scp1 inh	SKN-1 inh	Molecule
1	4	i	10	3	0	-0.5	2	-0.8	4	19	CC(C)NC(=O)c1cc2c(C(F)(F)F)nn(C)c2s1
2	-4	i	2	4	-6	-1.7	2	-0.2	0	7	Cc1ccc(CNC(=O)CCn2cc(-c3ccc(F)cc3)nc2-c2ccncc2)cc1
3	0	i	1	-7	1	1.6	-1	-0.2	4	3	O=S(=O)(NCC(c1ccco1)N1CCc2ccccc2C1)c1ccc(Br)cc1 (centres undefined)
4	-4	i	-3	-8	3	-8.5	-4	1.0	-2	-1	CN(C)CCCNCCCNC(=O)/C(=N\O)c1ccccn1
5	-6	i	-15	13	6	-0.6	0	5.1	-1	2	O=C(Nc1cccc([N+](=O)[O-])c1)Nc1cccs1
6	-1	i	-3	2	0	-1.7	-2	-0.4	0	8	Cn1c(=O)c2[nH]c(C3CC4CCC3C4)nc2n(C)c1=O (centres undefined)
7	3	i	3	-3	0	0.2	-2	-0.1	-15	18	Cc1ccc(-c2noc(CN(C)C(=O)c3ccc(Br)o3)n2)cc1
8	6	i	-5	7	-2	-1.0	-2	-0.2	-7	20	CC(=O)N[C@@H](Cc1c[nH]c2ccccc12)C(=O)OCC(=O)Nc1cc(C)on1
9	-9	i	-3	3	1	1.7	-3	-0.6	0	12	Cc1[nH]nc(-c2ccc(O)cc2O)c1-c1ccc(Cl)cc1
10	-4	i	1	-15	-7	1.5	2	-0.4	0	-9	COc1ccc(-c2nc(CN3CCN(Cc4cccc(F)c4)CC3)c(C)o2)cc1
11	1	i	9	-5	0	-5.4	-1	-0.3	-10	2	CCc1cc2c(=O)c(-c3nc4ccccc4n3C)c(COCC(=O)O)oc2cc1O
12	1	i	2	1	1	-0.7	0	-1.0	-5	6	Cc1cc(C)c(S(=O)(=O)NC2CC(C)(C)NC(C)(C)C2)cc1C
13	-8	i	5	6	-13	4.5	0	-0.9	-16	5	CCCCOC(=O)c1ccc(N/C(=N\S(=O)(=O)c2ccccc2)c2ccccc2)cc1
14	-4	i	-25	3	-5	-1.2	3	-0.4	-10	-14	COc1ccc(C2=NS(=O)(=O)N(C)C(C(=O)NCc3ccc(F)cc3)=C2)cc1OC
15	5	i	-1	-12	5	2.2	1	-0.7	-19	-11	COc1cc(C)ccc1OCCOCCOc1c(C)cc(C)cc1Br
16	2	i	0	-6	10	-1.2	-1	-0.3	-11	-11	CN(C)Cc1cnc2ccc(Cl)cn12
17	2	i	0	-1	-7	-1.1	6	0.2	4	-5	O=c1[nH]c2ccc(NC(=S)NCCc3ccccc3)cc2[nH]1
18	0	i	1	-6	-2	-1.2	-2	-0.6	/	3	CNC(=O)C[C@H]1C(=O)N(c2ccc(Br)cc2)C[C@@H]1CSC
19	-1	i	-10	-4	-6	-0.2	1	-0.2	-3	11	COc1cc(/C=C/C(=O)N[C@@H](Cc2c[nH]c3ccccc23)C(=O)O)ccc1O
20	91*	i	58*	12	48*	67*	11	-1.9	42	27	O=C1C=CC2=C3c4cc(O)c(O)cc4CC3(O)COC2=C1O (centres undefined)
21	-3	i	14	-32	16	1.9	1	0.0	-1	13	O=C(N/N=C/c1ccccc1C(=O)O)c1cc(-c2ccc3c4c(cccc24)CC3)n[nH]1
22	-4	i	1	9	-4	3.0	-1	-0.4	-5	-5	COc1cc(OC)cc(-c2nc(-c3ccccc3)no2)c1
23	0	i	-23	6	4	0.4	-2	-0.5	-7	-3	CCCC(=O)Nc1ccc(Cl)c(NC(=O)c2ccc([N+](=O)[O-])cc2Cl)c1
24	-5	i	-1	9	-4	2.1	6	0.0	-10	14	Cc1ccc(C)n1CCN1CCN(CC(=O)Nc2ccc(S(N)(=O)=O)cc2)CC1
25	-2	i	-4	14	2	-0.4	-2	-0.5	-7	5	CCCC(=O)Nc1ccc(Cl)c(NC(=O)c2cccnc2)c1
26	1	i	-5	2	-1	-0.4	-1	-0.5	2	-11	CCOC(=O)c1cnc(SCC(=O)OCC(=O)NC2CCS(=O)(=O)C2)nc1N (centres undefined)
27	-1	i	1	-4	6	2.9	4	-0.3	-6	-13	Cc1cc2ccc(C)c(C)c2nc1SCC(=O)c1cccs1
28	12	i	4	-4	4	-1.9	-1	-0.2	-5	-5	O=C(CCN1C(=O)/C(=C\c2cccc(Br)c2)SC1=S)N1CCOCC1
29	1	i	3	11	-5	-1.4	1	-0.2	-10	12	Cc1ccccc1OCCCN1CCOCC1
30	19	i	-6	-8	2	-0.4	1	-1.7	3	0	CSc1nnc2c3ccccc3n(Cc3ccccc3)c2n1
31	-1	i	1	1	5	-0.2	-4	-0.8	-12	7	COCCNC(=O)c1sc2ncn(CC(=O)N3CCCCC3)c(=O)c2c1C
32	-2	i	-6	-7	5	0.1	-2	0.3	-10	-2	CC1(C)CC(=O)C2=C(C1)C(c1cn(-c3ccccc3)nc1-c1ccccc1)C(C#N)=C(N)O2 (centres undefined)
33	3	i	8	-16	1	-1.7	-2	-0.7	-3	-14	O=c1c(C(c2ccc(F)cc2)c2c(O)nc3n(c2=O)CCCS3)c(O)nc2n1CCCS2
34	-2	i	1	1	0	-0.8	1	-0.1	-6	9	CCCc1cc(=O)oc2cc(OCC(=O)NC3CCN(Cc4ccccc4)CC3)ccc12
35	2	i	1	-6	-2	-3.0	-2	-0.3	-12	-1	CC(=O)N1CCN(CC(O)COc2ccc(Br)cc2)CC1 (centres undefined)
36	-1	i	2	7	-4	-0.5	-1	-0.3	-1	6	O=C(NCc1cccs1)c1nc(-c2cccs2)no1
37	2	i	-1	-6	3	-1.0	0	0.0	-11	-10	Cc1noc(C(=O)Nc2ccccc2C(F)(F)F)c1Cl
38	-5	i	-9	7	0	4.5	-1	-0.7	1	9	CO/N=C/C(=N\Nc1ccc(OC)cc1)C(=O)c1ccc(OC)cc1
39	-1	i	-9	3	8	3.7	-1	-0.1	5	18	Cc1ccnc(NC(=O)c2cccc(NC(=O)c3ccc(Cl)c(Cl)c3)c2)c1
40	43	i	-1	-9	7	28	7	1.2	-5	-5	CCCC(=O)NC(c1ccco1)c1cc([N+](=O)[O-])c2cccnc2c1O (centres undefined)
41	-14	i	4	-4	0	-0.1	-1	0.1	-5	-1	Cc1ccccc1NC(=S)NCCc1c[nH]c2ccccc12
42	-3	i	-12	-3	4	-0.7	1	-0.3	-5	-8	NC(=O)c1nccc2ccccc12
43	-3	i	0	8	3	-0.6	-1	-0.4	-2	6	CCN(CC(=O)Nc1ccccc1OC)C(=O)c1ccc(NC(=O)c2cccs2)cc1
44	0	i	3	-14	-2	0.0	-1	-0.5	-6	-10	c1cnc(N2CCN(Cc3ccc4c(c3)OCO4)CC2)cn1
45	-1	i	-4	0	-4	-0.3	0	0.0	-6	-6	O=C(O)Cc1ccc(O)cc1
46	5	i	6	4	-2	-2.5	-4	-1.4	-14	-3	C[C@H](CO)N1C[C@H](C)[C@@H](CN(C)C(=O)Nc2ccccc2)Oc2ccc(NC(=O)Cn3cnnn3)cc2C1=O
47	-6	i	-2	-2	2	0.7	1	-1.9	2	0	COc1ccc(CCNC(=O)CCCOc2ccc(C)cc2)cc1OC
48	-5	i	-3	4	-1	5.1	-2	0.2	-2	7	O=C1CCCC(O)=C1N=Nc1ccc2ncsc2c1
49	3	i	-1	6	-13	-1.8	0	-0.6	18	-10	CCOc1cc(CN2CCCCCC2)ccc1OC
50	2	i	-4	2	3	-0.7	1	-1.3	-1	-9	CC(NC(=O)OC1CCCCC1)N1C(=O)C2C3C=CC(C3)C2C1=O (centres undefined)
51	-2	i	-2	2	-1	0.4	-1	-1.5	3	-7	COc1ccc(S(=O)(=O)N2CCCN(Cc3cccc(F)c3)CC2)cc1
52	-1	i	3	-6	-4	0.3	0	0.5	-6	5	CN(C)S(=O)(=O)c1ccc(C(=O)Nc2ccnn2C2CCCCC2)cc1
53	3	i	1	-10	-2	-1.1	0	-0.2	-10	-12	Cc1cc(C)n(C2CCCCC2OC(=O)CCc2ccccc2)n1 (centres undefined)
54	-4	i	2	-3	-1	1.7	2	0.3	-5	12	CCOC(=O)C1CCCN(C(=O)COC(=O)C2=COCCO2)C1 (centres undefined)
55	0&1&-4	i	-4&-1&0	-2&-7&-4	-10&-6&-2	0.4&0.8&0.1	3&-1&-15	-1.2&-1.8&-0.2	-1&37&-6	2&15&13	CC(C(O)c1ccc(O)cc1)N1CCC(Cc2ccccc2)CC1 (centres undefined)
56	5	i	-6	-5	-3	-1.2	-2	-0.9	5	-1	CN(C(=O)c1ccc2c(c1)S(=O)(=O)N=C1CCCCCN12)c1ccccc1
57	-4	i	-1	1	-6	2.6	-2	0.5	-15	15	COc1cc(/C=C/C(=O)c2ccc3c(c2)OCCO3)cc(OC)c1OC
58	6	i	-46	3	6	8.5	-1	0.8	-1	19	CCC1CCCCN1CCCNC(=O)c1cc2c(=O)oc3ccc(C)cc3c2s1 (centres undefined)
59	-5	i	-3	0	3	4.8	-1	-0.7	-16	1	O=S(=O)(c1ccc(F)cc1)n1ccc(-c2cnc(-c3ccccc3)s2)n1

Structures listed so far printed as active in SUMO1-SIM PPI.
cpd	DNMT1 block	Neddylation inh	SUMO1-SIM PPI	NRP1-CendR mod	NadD block	LMPTP inh	STEP inh	TbMetRS inhib	Scp1 inh	SKN-1 inh	Molecule
20	91*	i	58*	12	48*	67*	11	-1.9	42	27	O=C1C=CC2=C3c4cc(O)c(O)cc4CC3(O)COC2=C1O (centres undefined)

Profiles from above. Screens in order: DNMT1 block, Neddylation inh, SUMO1-SIM PPI, NRP1-CendR mod, NadD block, LMPTP inh, STEP inh, TbMetRS inhib, Scp1 inh, SKN-1 inh
Shown for COCCNC(=O)c1sc2ncn(CC(=O)N3CCCCC3)c(=O)c2c1C → -1, i, 1, 1, 5, -0.2, -4, -0.8, -12, 7
Shown for CC1(C)CC(=O)C2=C(C1)C(c1cn(-c3ccccc3)nc1-c1ccccc1)C(C#N)=C(N)O2 (centres undefined) → -2, i, -6, -7, 5, 0.1, -2, 0.3, -10, -2
